Source: PubChem BioAssay
Wee1 stabilizer = human Wee1 degradation inhibition, primary screen; P30291; HeLa Luc-Wee1K328M stability, luciferase luminescence; 100% = proteasome inhibitor MG132 effect; reporter increase, % at 5 µM; 220,000 compounds, 1.2% hits;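 active means activation above the mean of all tested compounds plus 3 SD, set per screening run, cut at about 8.8% in these data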;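 further: cells exposed to compound for 20 h before luminescence read; 0% = DMSO alone and 100% = MG132 at 30 µM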
KLK5 inh = kallikrein 5 (human) inhibition. 210,000 compounds, 0.59% hits. recombinant hK5, fluorogenic AMC substrate cleavage. inhibition, % at 5 µM. Q9Y337;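 active means inhibition of 40% or more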;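 further: 0% = enzyme controls without compound and 100% = no-enzyme blanks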
FXIIa inh = factor XIIa (human) inhibition | P00748 | 220,000 compounds, 0.3% hits | inhibition, % at 5 µM | purified FXIIa, Boc-QGR-AMC fluorogenic substrate, 2 h; in the data active means inhibition above about 40%;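 further: 0% = enzyme with no compound and 100% = blank without enzyme; many of its hits are not listed in these tables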
Runt-CBFb FRET = blocks binding of human RUNX1 Runt domain to CBFb; Q01196+Q13951; inhibition, % at 20 µM; Cerulean-Runt/Venus-CBFb FRET ratio 530/480, 1 h; 220,000 compounds, 0.46% hits;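 active means inhibition over about 50% at 20 µM in the single-dose screen, limit read from the data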;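 further: 0% = DMSO wells and 100% = excess unlabeled CBFb competitor control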
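Assay system: Cerulean-tagged RUNX1 Runt domain (FRET donor) fusion protein / Amount: 100 nM each of Venus-CBFb and Cerulean-Runt domain / Medium: Tris buffer pH 7.5 with salts and BSA / Also added: Venus-CBFb 100 nM / Schedule: 1 h complex formation plus 1 h compound treatment, room temperature / Signal: FRET fluorescence / Read-out: loss of energy transfer signal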
FXIa inh = inhibitors of human coagulation factor XIa; inhibition, % at 5 µM; purified FXIa, Boc-Glu-Ala-Arg-AMC fluorogenic substrate; 220,000 compounds, 0.14% hits; P03951;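 active means inhibition of at least 40%; inactive means inhibition below 40%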;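 further: fluorescence of freed AMC excited at 355 nm; 0% = enzyme without compound and 100% = no enzyme blank; many of its hits are not listed in these tables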
Runt-SMMHC FRET = inhibitors of human RUNX1 Runt domain binding to CBFb-SMMHC. 220,000 compounds, 0.74% hits. Q01196+Q13951. Cerulean-Runt/Venus-CBFb-SMMHC FRET ratio 530/480, 1 h. inhibition, % at 20 µM;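 active means mean inhibition across duplicate retests at 20 µM reaching about 50%, limit read from the data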;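 further: 0% = DMSO wells and 100% = wells with excess untagged CBFb-SMMHC; inhibitors lower the FRET ratio by blocking Runt binding to CBFb-SMMHC; some results filed as inactive read as strong as hits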
Thrombin inh = inhibitors of human thrombin | alpha-thrombin, Boc-VPR-AMC fluorogenic substrate cleavage | inhibition, % at 5 µM | 220,000 compounds, 0.26% hits | AID 1046;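 active means inhibition at or above 40%; inactive means inhibition below 40%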;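 further: 0% = enzyme with no compound and 100% = wells without enzyme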
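Test system: human alpha-thrombin protein / Dosing: one concentration per compound, 5 µM, with 0.2% DMSO / Medium: pH 7.5 Tris-saline with Tween 20 / Benchmarks: no-compound enzyme wells and no-enzyme blanks / Read-out basis: percent inhibition of thrombin substrate cleavage / Timing: reaction at room temperature / Measured by: fluorescence, ex 355 nm, em 460 nm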
Hck Nef HTS = blocks Nef-activated human Hck kinase | P08631 | Recombinant Hck-YEEI plus Nef, Z-Lyte FRET kinase assay | 220,000 compounds, 0.68% hits | inhibition, % at 20 µM;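 active means Hck-Nef kinase inhibition above about 50%, limit read from the data; inactive means inhibition below that limit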;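 further: 0% = DMSO with Hck plus Nef and 100% = Hck alone without Nef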
Target sequence (P08631 whole entry, looked up): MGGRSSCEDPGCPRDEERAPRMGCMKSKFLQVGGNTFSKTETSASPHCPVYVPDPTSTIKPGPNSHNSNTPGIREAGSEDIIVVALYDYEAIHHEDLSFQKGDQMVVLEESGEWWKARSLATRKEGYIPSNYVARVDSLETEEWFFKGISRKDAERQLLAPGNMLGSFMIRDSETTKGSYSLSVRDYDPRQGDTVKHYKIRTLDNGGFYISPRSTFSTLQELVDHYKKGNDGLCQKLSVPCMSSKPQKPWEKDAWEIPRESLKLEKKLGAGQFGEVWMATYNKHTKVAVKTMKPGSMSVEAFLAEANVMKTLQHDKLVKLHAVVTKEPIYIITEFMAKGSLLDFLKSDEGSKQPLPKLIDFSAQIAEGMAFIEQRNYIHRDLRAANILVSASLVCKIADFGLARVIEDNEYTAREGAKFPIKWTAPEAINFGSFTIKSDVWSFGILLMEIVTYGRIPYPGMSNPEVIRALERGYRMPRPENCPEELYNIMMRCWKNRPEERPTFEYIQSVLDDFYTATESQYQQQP
14-3-3 Bad PPI = disrupts binding of bovine 14-3-3 zeta to phospho-Bad peptide | 220,000 compounds, 0.71% hits | AID 781 | TR-FRET 14-3-3zeta/Dy647-pBad peptide displacement, 1 h | P63103 | inhibition, % at 21.7 µM;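 active means inhibition above about 70%, limit read from the data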;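 further: 0% = full 14-3-3 plus peptide FRET controls and 100% = background without 14-3-3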
Target sequence (P63103 whole entry, looked up): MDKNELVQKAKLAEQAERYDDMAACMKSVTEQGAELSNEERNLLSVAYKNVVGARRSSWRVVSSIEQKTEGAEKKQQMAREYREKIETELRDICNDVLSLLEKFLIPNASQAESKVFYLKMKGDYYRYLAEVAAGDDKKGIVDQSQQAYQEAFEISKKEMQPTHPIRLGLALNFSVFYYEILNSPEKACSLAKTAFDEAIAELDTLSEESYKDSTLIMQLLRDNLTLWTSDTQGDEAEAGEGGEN
* = called active by the depositor; nt = not tested or not shown; [ ] = remark or other dose. These rows are one share of the data. The share of hits here may be higher or lower than overall.

The opening 14 records as a preview:
SMILES	Wee1 stabilizer	KLK5 inh	FXIIa inh	Runt-CBFb FRET	FXIa inh	Runt-SMMHC FRET	Thrombin inh	Hck Nef HTS	14-3-3 Bad PPI
CCOc1cc(/C=C2\C(=O)NC(=O)N(CCc3ccc(F)cc3)C2=O)ccc1O	2	1	10	4	2	8	-2	25	2
COc1cc(/C=C2\C(=O)NC(=O)N(CCc3ccc(F)cc3)C2=O)ccc1O	5	2	5	7	2	7	-8	3	-1
O=S1(=O)CC2(N3CCOCC3)CCCCCCC21 (stereo not drawn)	-1	-16	8	80*	3	1	4	0	-10[fluorescence artefact?]
Cc1ccsc1C(=O)C1CCCN(Cc2cnc(N(C)C)s2)C1 (stereo not drawn)	-2	-1	6	1	-4	6	-7	23	-11
O=C(Nc1nccs1)c1c(O)c2c(n(Cc3ccco3)c1=O)CCCC2	-1	5	16	-1	2	-2	3	9	-4
COc1ccc(/C=C/C(=O)c2c(O)n(CCC3=CCCCC3)c(=O)[nH]c2=O)cc1	-1	-2	3	-2	7	1	-6	0	1[fluorescence artefact?]
Fc1ccc(Cn2nnnc2C(c2ccc(F)cc2)N2CC=C(c3ccc(F)cc3)CC2)cc1 (stereo not drawn)	1	-3	10	2	-1	-5	1	2	-1[fluorescence artefact?]
CN(C/N=C(\N)N[N+](=O)[O-])S(=O)(=O)c1ccccc1	-1	-1	7	1	3	2	nt	18	-6
CCNc1ccc(P(=S)(N(C)C)N(C)C)cc1	-2	2	13	1	-1	1	2	1	-14[fluorescence artefact?]
CNC(=O)O/N=C/c1nn(C(=O)C(C)(C)C)cc1Br	1	1	7	0	4	-3	-3	4	-5
CN(C)CCN=Cc1c(O)n(Cc2ccco2)c(=O)[nH]c1=O	-2	-15	0	-2	-7	-7	-4	0	4
O=C1NC(c2cc3ccccc3nc2Cl)Nc2ccccc21 (stereo not drawn)	-4	-13	3	-1	-5	2	-4	5	-5
COc1ccc2c(c1O)[C@]13CCN(C)[C@H](C2)[C@@H]1CCC(=O)C3	0	0	11	0	4	0	1	0	-4
CCOC(=O)c1cc(C)n(CCc2cnc[nH]2)c1C	-3	-8	13	-2	2	-3	0	-1	-5

The listing, repeating the preview:
SMILES	Wee1 stabilizer	KLK5 inh	FXIIa inh	Runt-CBFb FRET	FXIa inh	Runt-SMMHC FRET	Thrombin inh	Hck Nef HTS	14-3-3 Bad PPI
CCOc1cc(/C=C2\C(=O)NC(=O)N(CCc3ccc(F)cc3)C2=O)ccc1O	2	1	10	4	2	8	-2	25	2
COc1cc(/C=C2\C(=O)NC(=O)N(CCc3ccc(F)cc3)C2=O)ccc1O	5	2	5	7	2	7	-8	3	-1
O=S1(=O)CC2(N3CCOCC3)CCCCCCC21 (stereo not drawn)	-1	-16	8	80*	3	1	4	0	-10[fluorescence artefact?]
Cc1ccsc1C(=O)C1CCCN(Cc2cnc(N(C)C)s2)C1 (stereo not drawn)	-2	-1	6	1	-4	6	-7	23	-11
O=C(Nc1nccs1)c1c(O)c2c(n(Cc3ccco3)c1=O)CCCC2	-1	5	16	-1	2	-2	3	9	-4
COc1ccc(/C=C/C(=O)c2c(O)n(CCC3=CCCCC3)c(=O)[nH]c2=O)cc1	-1	-2	3	-2	7	1	-6	0	1[fluorescence artefact?]
Fc1ccc(Cn2nnnc2C(c2ccc(F)cc2)N2CC=C(c3ccc(F)cc3)CC2)cc1 (stereo not drawn)	1	-3	10	2	-1	-5	1	2	-1[fluorescence artefact?]
CN(C/N=C(\N)N[N+](=O)[O-])S(=O)(=O)c1ccccc1	-1	-1	7	1	3	2	nt	18	-6
CCNc1ccc(P(=S)(N(C)C)N(C)C)cc1	-2	2	13	1	-1	1	2	1	-14[fluorescence artefact?]
CNC(=O)O/N=C/c1nn(C(=O)C(C)(C)C)cc1Br	1	1	7	0	4	-3	-3	4	-5

Record cards (already shown).
Fc1ccc(Cn2nnnc2C(c2ccc(F)cc2)N2CC=C(c3ccc(F)cc3)CC2)cc1 (stereo not drawn) is listed as Wee1 stabilizer: 1; KLK5 inh: -3; FXIIa inh: 10; Runt-CBFb FRET: 2; FXIa inh: -1; Runt-SMMHC FRET: -5; Thrombin inh: 1; Hck Nef HTS: 2; 14-3-3 Bad PPI: -1[fluorescence artefact?]
CCOc1cc(/C=C2\C(=O)NC(=O)N(CCc3ccc(F)cc3)C2=O)ccc1O is listed as Wee1 stabilizer: 2; KLK5 inh: 1; FXIIa inh: 10; Runt-CBFb FRET: 4; FXIa inh: 2; Runt-SMMHC FRET: 8; Thrombin inh: -2; Hck Nef HTS: 25; 14-3-3 Bad PPI: 2

The list goes on.
SMILES	Wee1 stabilizer	KLK5 inh	FXIIa inh	Runt-CBFb FRET	FXIa inh	Runt-SMMHC FRET	Thrombin inh	Hck Nef HTS	14-3-3 Bad PPI
CN(C)CCN=Cc1c(O)n(Cc2ccco2)c(=O)[nH]c1=O	-2	-15	0	-2	-7	-7	-4	0	4
O=C1NC(c2cc3ccccc3nc2Cl)Nc2ccccc21 (stereo not drawn)	-4	-13	3	-1	-5	2	-4	5	-5
COc1ccc2c(c1O)[C@]13CCN(C)[C@H](C2)[C@@H]1CCC(=O)C3	0	0	11	0	4	0	1	0	-4
CCOC(=O)c1cc(C)n(CCc2cnc[nH]2)c1C	-3	-8	13	-2	2	-3	0	-1	-5
CC1(C)CN=C(Nc2ccccc2C(F)(F)F)S1	1	1	9	1	2	-2	4	6	-6[fluorescence artefact?]
FC(F)(F)c1ccc2c(c1)NP(=S)(N1CCOCC1)c1nccn1-2 (stereo not drawn)	-2	-15	16	0	5	-1	5	-1	-7[fluorescence artefact?]
COc1cccc(N2C(=O)NC(=O)/C(=C/c3ccc4c5c(cccc35)CC4)C2=O)c1	4	-20	7	-1	5	-3	0	4	29[fluorescence artefact?]
O=CC(Cl)P(=O)(N1CCOCC1)N1CCOCC1 (stereo not drawn)	1	0	7	0	0	3	-3	19	-4
c1cc(CCN2CCCC2)ccn1	0	-8	7	0	6	-7	1	9	0
CN1C(=O)N(C)C(=O)C(CCc2ccccn2)(CCc2ccccn2)C1=O	-3	12	-5	-3	-6	-8	-8	-1	3
CC1(C)CC(=O)C(C=NCCN2CCN(C(=O)Cc3ccccc3)CC2)=C(O)C1	-1	-3	-8	-3	-18	-2	-3	2	-2
CCCCCn1c(N)c(C(=O)NCCN2CCOCC2)c2nc3ccccc3nc21	-1	-74	14	1	2	94*	-2	46	36[fluorescence artefact?]
Cc1ccc(S(=O)(=O)N2CCC(C(=O)N3CCC4(CC3)OCCO4)CC2)cc1	-2	2	12	-1	1	-9	2	2	-9[fluorescence artefact?]
Cc1[nH]c2c(C(F)(F)F)cccc2c1CCN	-1	17	17	0	3	-10	4	-10	5
CCC(=NCc1ccco1)c1c(O)[nH]c(=O)[nH]c1=O	2	-6	13	1	6	1	4	2	nt
CC(C(=O)c1c[nH]c2ccccc12)N1CCc2ccccc2C1 (stereo not drawn)	-1	-7	17	-1	7	1	2	2	1
N#CC(C#N)=Cc1ccc(-c2ccccc2)o1	-3	-6	9	-41	5	-34	-4	9	9
Cc1ccc(N)c(C(=O)c2ccc(Br)cc2)c1	9.9*	5	2	-4	-4	-1	-13	25	-14
